# E coli RNAP = Escherichia coli RNA polymerase inhibition; P0A8V2; 62,000 tested, 0.2% active; E. coli RNA polymerase, fluorescence transcription assay; inhibition, %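 (tested at 10 µM)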; in the data active = inhibition above about 20%;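 also: 0% = enzyme without compound and 100% = no enzyme blank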
# CatB block = inhibitors of human cathepsin B; P07858; purified cathepsin B, fluorogenic substrate, fluorescence; inhibition, %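 (tested at 10 µM)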; 63,000 tested, 0.1% active; in the data active = inhibition above about 21%;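 also: 0% = enzyme with no compound and 100% = no enzyme blank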
# CatB mixtures = human cathepsin B inhibition by mixtures; inhibition, %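 (ten-compound pools at 5 µM per compound and 50 µM total)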; P07858; 62,000 tested, 0.06% active; Purified cathepsin B, AMC dipeptide fluorescence, compound mixtures; in the data active = inhibition above about 22%, passing the limit was not always enough;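 also: 0% = enzyme without compound and 100% = no enzyme blank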
# Cdc25B inh = inhibitors of human Cdc25B phosphatase | P30305 | recombinant Cdc25B, OMFP fluorescence Ex485/Em525 | inhibition, %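 (compounds tested at 10 µM final in the well)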 | 65,000 tested, 0.1% active | AID 368; in the data active = inhibition above about 50%
# tolC growth inh = E. coli tolC mutant growth inhibition; E. coli BW25113 tolC mutant growth, OD615; growth inhibition, % at 10 µM (by protocol); 65,000 tested, 2.2% active;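 active = growth inhibition at or above a cutoff equal to the mean over every tested compound plus 3 SD, cut at about 60% in these data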;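 also: growth measured after 20 h incubation at 37 °C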
#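 Test system – E. coli BW25113 ΔtolC::kan, tolC deletion mutant strain · Detection – OD at 615 nm · Buffer or medium – LB with kanamycin 50 µg/mL · Times – 20 h compound exposure of bacteria at 37 °C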
# D1 mod = allosterically modulates the human D1 dopamine receptor | P21728 | HEK293 D1, CRE-luciferase, dopamine EC30 potentiation; actives deviate in either direction | B-score at 10 µM | 58,000 tested, 5.9% active | AID 641;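 active = luminescence count or its row- and column-corrected plate score outside the 99.7% band of the plate's sample wells, on either side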
# Target sequence (P21728 whole entry, looked up): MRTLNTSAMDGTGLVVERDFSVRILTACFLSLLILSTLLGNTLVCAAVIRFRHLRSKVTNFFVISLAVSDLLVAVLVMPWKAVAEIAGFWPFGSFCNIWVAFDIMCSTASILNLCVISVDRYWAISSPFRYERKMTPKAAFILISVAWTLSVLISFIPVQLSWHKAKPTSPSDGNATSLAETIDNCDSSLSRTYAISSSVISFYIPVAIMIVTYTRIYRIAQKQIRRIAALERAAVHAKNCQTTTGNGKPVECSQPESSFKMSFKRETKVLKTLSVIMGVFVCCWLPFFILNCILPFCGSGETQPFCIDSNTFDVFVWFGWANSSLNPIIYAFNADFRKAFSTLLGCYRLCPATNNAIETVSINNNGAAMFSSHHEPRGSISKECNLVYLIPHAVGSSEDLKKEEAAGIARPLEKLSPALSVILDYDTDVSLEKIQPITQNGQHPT
# MKP-1 inh = blocks human MKP-1 phosphatase activity. P28562. recombinant MKP-1, OMFP hydrolysis fluorescence. inhibition, %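 (compounds tested at a single concentration somewhere between 10 and 100 µM)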. 65,000 tested, 0.15% active. AID 374;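 active = inhibition above about 50%, limit read from the data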;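 also: 0% = DMSO max control wells and 100% = wells with enzyme stopped by NaOH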
# Target sequence (P28562 whole entry, looked up): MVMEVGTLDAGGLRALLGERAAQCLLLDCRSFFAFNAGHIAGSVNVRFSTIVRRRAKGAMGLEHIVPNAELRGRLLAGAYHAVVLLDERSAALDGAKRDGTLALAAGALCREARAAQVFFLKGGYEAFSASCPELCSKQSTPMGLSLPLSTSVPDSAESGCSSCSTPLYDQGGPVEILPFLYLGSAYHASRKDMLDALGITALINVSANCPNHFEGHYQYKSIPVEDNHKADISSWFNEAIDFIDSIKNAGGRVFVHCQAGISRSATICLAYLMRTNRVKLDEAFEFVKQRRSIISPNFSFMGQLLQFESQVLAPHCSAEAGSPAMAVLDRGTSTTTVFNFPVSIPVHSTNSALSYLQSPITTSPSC
# AP ELISA ortho = orthogonal test for alternative complement pathway inhibitors | Human serum alternative complement pathway, LPS-coated ELISA, C3 deposition; tested in compound mixtures | inhibition, % at 5 µM | 62,000 tested, 0.08% active | AID 1235;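 active = inhibition above 30% in each of the two pooled mixtures holding the compound, so the lower value exceeds 30%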;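 also: 0% = serum in Mg-EGTA without compound and 100% = EDTA serum blank; some compounds past the cut are filed as inactive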
#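 Test system – human serum alternative complement pathway, C3 deposition on LPS-coated wells · Buffer or medium – diluted human serum in Mg2+-EGTA GVB++ · Compound dosing – 5 µM each compound, pools of ten, 50 µM per pool · Schedule – 1 h serum-compound exposure at 37 °C · Measured by – Anti-C3 ELISA, OD 450 nm · Read-out basis – percent inhibition of C3 deposition onto LPS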
# Hsp90 inh = displaces geldanamycin probe from tumor Hsp90 | NCI-N417 lysate Hsp90, Cy3B-geldanamycin FP displacement | 64,000 tested, 0.35% active | inhibition, % at 30 µM;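 active = inhibition above 50%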;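 also: 0% = tracer plus lysate wells and 100% = tracer alone without lysate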
# Numbers without * were called inactive; · = not tested or not shown.
SMILES,E coli RNAP,CatB block,CatB mixtures,Cdc25B inh,tolC growth inh,D1 mod,MKP-1 inh,AP ELISA ortho,Hsp90 inh
Cn1c2ccccc2c2c(C(=O)N3CCN(c4ccccc4)CC3)cn(C3CCCC3)c(=O)c21,10.2,5.8,3.1,-3.3,26.6,0.972,8.2,4.3,-4.0
COC(=O)c1cc2ccsc2n1CC(=O)Nc1cc(Cl)ccc1OC,2.6,-1.3,3.8,-13.5,21.0,1.91,9.7,11.4,-7.6
CCCCN(C)CCNC(=O)Cn1ncc2c(=O)oc3ccc(C)cc3c21,6.3,-0.2,2.4,7.0,-6.4,-0.258,6.5,6.0,-3.9
CCC(=O)n1nc(-c2ccco2)nc1N,2.2,0.9,-15.0,-0.4,-21.9,15.1*,10.3,15.5,-0.1
O=C(Nc1cccc(F)c1)C1CC(=O)N(c2ccc(Br)cc2)C1 (stereo not drawn),10.0,1.5,0.8,-1.5,17.1,-0.162,17.3,-8.4,2.1
O=C(CSCc1ccco1)c1cccs1,6.7,1.7,1.4,-9.1,-9.3,·,-1.0,9.0,-5.2
CN1CCN(CCCC(=O)c2ccc(F)cc2)CC1,7.6,2.9,2.2,-0.8,-16.7,-1.65,3.8,-1.6,-3.9
COc1cccc(Nc2ncc(C(=O)O)c3ccccc23)c1,3.5,5.2,-3.8,8.9,-26.5,0.0263,7.2,11.4,-1.7
O=C(c1n[nH]c(=O)c2ccccc12)N1CCN(c2ccccc2)CC1,6.0,2.6,-4.2,-10.4,-9.7,-0.471,13.4,0.5,0.8
CCO/C=C/C(O)(CNC(=O)COc1ccccc1F)C(F)(F)F (stereo not drawn),4.3,-2.9,4.3,20.9,-14.6,0.559,1.6,9.3,-2.0
CCOc1ccccc1CNC(=O)C1CCN(c2nc3ccccc3o2)CC1,5.0,-4.4,0.2,-2.9,-1.4,-0.422,-0.1,-1.8,-2.5
CCCC(CCC(=O)Nc1ccc(C(=O)OC)cc1)C(=O)O (stereo not drawn),·,3.3,·,-10.0,-15.2,·,-13.9,·,-3.2
Cc1nc2ccccc2n1CC(O)Cn1c(C(F)(F)F)nc2ccccc21 (stereo not drawn),5.4,1.0,1.0,-2.9,-9.3,-0.467,1.4,13.6,1.1
O=C1C2C3C=CC(C3)C2C(=O)N1c1ccc2c(c1)OCO2 (stereo not drawn),-3.5,-0.8,-0.8,5.2,-9.7,-0.157,16.7,16.2,4.4
CCOCCn1c(CN(Cc2ccccc2)Cc2ccccc2)nc2c1c(=O)[nH]c(=O)n2C,8.9,1.9,1.6,-5.7,33.1,·,7.4,9.1,-4.4
O=C(NCc1ccccc1)N[C@@H](Cc1c[nH]c2ccccc12)C(=O)O,4.5,4.5,-2.2,3.8,-31.7,-0.636,9.9,-7.8,-2.1
O=C(c1ccccc1)N1CCCCC(S(=O)(=O)c2ccccc2)C1=O (stereo not drawn),·,·,·,-13.5,-11.9,-0.449,8.2,·,-0.8
Cc1ncc(CSc2nnnn2-c2ccccc2)c(N)n1,4.0,0.4,-4.2,-12.0,18.1,-1.1,8.6,7.0,1.6
Cc1cc(NCCCN2CCOCC2)n2nc(C)c(-c3ccccc3)c2n1,2.1,2.8,-17.3,1.7,-1.4,0.207,-7.1,14.1,-0.6
COC(=O)c1ccccc1NC(=O)NCC1CCCO1 (stereo not drawn),3.3,4.5,3.2,-8.8,-26.7,-0.603,4.0,9.3,-2.5
Cc1ccccc1CN1CCN(CC(=O)NCc2ccco2)C1=O,7.0,4.0,6.3,-9.5,-12.4,1.07,12.1,5.6,1.9
CCC(=O)c1ccccc1OCCCN1C(=O)NC(C)(C)C1=O,6.3,-1.6,4.1,-16.9,-1.5,1.56,-4.2,14.8,-14.0
O=C(CSc1nnc(-c2cccs2)n1-c1ccccc1)NCc1ccco1,8.6,3.0,2.4,-2.6,-4.2,0.124,1.7,-10.2,-3.8
CCCCSc1nnc(CCC)n1N,5.7,-4.7,3.5,-0.3,-8.0,0.231,-9.9,6.9,-0.7
CCOC(=O)C1=C(CNCc2ccc(C)cc2)NC(=O)NC1c1ccc(OC)cc1 (stereo not drawn),-0.4,0.8,1.8,0.4,36.6,-0.423,6.5,8.5,-2.4
O=C(c1cc2c(s1)CCCC2)n1cccn1,4.8,-3.4,-1.4,-10.7,-10.9,-0.0155,3.6,-2.4,0.0
CC1C(=O)CCC1(C(=O)O)c1ccccc1 (stereo not drawn),7.9,-3.8,-0.1,-2.0,-13.8,·,4.4,6.0,-2.8
CCOC(=O)c1c(C)[nH]c(C(=O)CN2C(=O)NC(C)(c3ccc(C)cc3)C2=O)c1C (stereo not drawn),6.8,5.8,-0.3,0.4,19.7,·,7.8,7.3,-1.3
Cc1cccc(C)c1NC(=O)CSc1nnc(-c2ccncc2)n1Cc1ccco1,-0.5,1.2,-2.4,6.4,0.6,-0.0874,-3.3,-15.5,-8.7
CC(C)N=C(NC#N)SCC(=O)NC(C)(C)C,4.7,0.8,0.4,-8.5,-6.6,-1.24,9.6,-3.0,-3.9
O=C1C=C(NCCN2CCOCC2)CC(c2ccccc2)C1 (stereo not drawn),·,·,·,-5.1,-17.5,·,-7.3,·,0.7
COc1cccc(C(=O)N2CCN(Cc3ccccc3C(F)(F)F)CC2)c1,2.7,3.3,1.0,-13.1,19.4,1.39,12.7,13.9,3.7
O=C(O)CNS(=O)(=O)c1cc(Cl)c(Cl)cc1Cl,7.4,5.1,1.2,-8.2,0.8,-0.256,5.2,-0.7,0.2
C/C(N)=C(/C#N)C(=O)COC(=O)C1Cc2ccccc2CN1S(C)(=O)=O (stereo not drawn),6.0,-3.6,-0.5,-4.7,-1.9,-0.185,21.1,3.8,-3.2
Cc1cc(NC(=O)c2cc(CC(C)C)on2)no1,-0.8,2.7,-0.3,-9.0,-13.6,-1.24,13.1,0.3,1.8
Clc1ccccc1OCc1nn2c(-c3ccncc3)nnc2s1,8.1,-2.4,4.5,-10.4,-14.0,1.56,-10.8,3.9,-12.6
CCN1CCN(CCCNC(=O)c2ccc3c(c2)NC(=O)c2ccccc2S3)CC1,12.0,3.2,3.1,-10.5,-5.6,0.197,-1.6,-4.0,-0.3
CSCCC(C(=O)Nc1ccc2c(c1)OCO2)N1C(=O)c2ccccc2C1=O (stereo not drawn),2.5,0.2,4.0,-10.2,-0.6,-0.395,6.7,3.8,-1.1
CC(=O)N1CCc2cc(S(=O)(=O)N3CCc4ccccc4C3)ccc21,-2.5,-3.9,7.8,-6.3,0.3,·,27.6,-7.7,-3.7
CCCS(=O)(=O)N1CCC(C(=O)N2CCN(Cc3ccccc3)CC2)CC1,7.3,5.2,0.5,6.7,-19.1,0.355,-3.3,5.7,-5.5
Cc1cccc(-n2ncc3c(N(C)C4CCCCC4)ncnc32)c1,-3.9,-3.8,-2.4,-11.0,93.9*,·,2.1,7.3,-0.5
CCOCCCNS(=O)(=O)c1ccc2c(c1)CCN2C(C)=O,7.5,-5.0,2.0,-1.9,-8.7,0.291,-6.4,7.7,-3.2
COc1cc(C(=O)Nc2cccc(-c3nc4cc(C)ccc4o3)c2C)cc(OC)c1OC,2.8,3.4,4.4,-2.0,-13.5,0.283,17.3,14.9,-2.7
CCc1ccc(CCC(=O)Nc2sc3c(c2C#N)CCCC3)o1,6.3,-0.2,-0.9,-1.1,31.6,2.31,12.2,1.9,-7.0
Cc1cc(C(=O)N2CC(C)CC(C)C2)n(-c2ccccc2)n1 (stereo not drawn),-3.2,2.4,1.1,-13.5,5.2,-0.0685,-2.1,17.2,-1.1

# In the list so far, these contain two or more sulfur atoms.
SMILES,E coli RNAP,CatB block,CatB mixtures,Cdc25B inh,tolC growth inh,D1 mod,MKP-1 inh,AP ELISA ortho,Hsp90 inh
O=C(CSCc1ccco1)c1cccs1,6.7,1.7,1.4,-9.1,-9.3,·,-1.0,9.0,-5.2
O=C(CSc1nnc(-c2cccs2)n1-c1ccccc1)NCc1ccco1,8.6,3.0,2.4,-2.6,-4.2,0.124,1.7,-10.2,-3.8

# Single values from the entries so far.
# Reading for CCN1CCN(CCCNC(=O)c2ccc3c(c2)NC(=O)c2ccccc2S3)CC1 in E coli RNAP: 12.0
# Reading for Clc1ccccc1OCc1nn2c(-c3ccncc3)nnc2s1 in Hsp90 inh: -12.6
# Reading for CCOCCCNS(=O)(=O)c1ccc2c(c1)CCN2C(C)=O in tolC growth inh: -8.7
# Reading for CCc1ccc(CCC(=O)Nc2sc3c(c2C#N)CCCC3)o1 in Cdc25B inh: -1.1
# Reading for Cc1cc(C(=O)N2CC(C)CC(C)C2)n(-c2ccccc2)n1 (stereo not drawn) in E coli RNAP: -3.2

# Further compounds follow:
SMILES,E coli RNAP,CatB block,CatB mixtures,Cdc25B inh,tolC growth inh,D1 mod,MKP-1 inh,AP ELISA ortho,Hsp90 inh
Cc1cc(C)c(S(=O)(=O)NCCCN2CCOCC2)cc1Br,2.5,1.5,2.8,-9.3,5.6,0.0527,7.2,19.4,0.7
O=C(CSc1nnc(Nc2ccccc2F)s1)NCc1ccco1,-5.9,-1.9,1.1,2.8,-4.2,0.602,8.1,20.5,·
Cc1c(Cc2ccccc2)sc(N)c1C(N)=O,4.3,6.3,2.4,-3.1,11.8,0.573,11.7,-0.4,-4.7
C=CC(O)(C#CCN(CC)CC)c1ccccc1 (stereo not drawn),1.0,4.8,-15.8,-10.0,2.8,-0.216,3.2,5.0,0.8
CCCCSC1=C(C#N)C(c2ccccc2C)CC(=O)N1 (stereo not drawn),9.2,4.1,-4.4,-0.6,-9.3,0.735,0.8,-3.6,-4.5
CNC(=O)CCn1nc(-c2ccccc2)c2ccccc2c1=O,5.5,-0.5,·,-25.7,3.6,2.39,-21.4,·,-3.8
C=CCn1c(-c2ccc(N)cc2)nc2ccccc21,-3.2,-0.1,4.2,0.9,7.1,-1.48,-0.9,24.3,-1.8
O=C(CCCN1C(=O)c2cccnc2C1=O)N1CC(=O)N(CCc2ccccc2)C(=O)C1,4.5,1.3,6.1,-23.1,-13.8,0.508,-25.5,10.0,0.1
Cc1cc(N2CCOCC2)nc2cc(O)ccc12,-10.8,3.0,-2.8,-4.8,-13.1,0.868,1.4,8.8,-3.8
Cc1c(Cl)cccc1NC(=O)Cn1cccc1,8.1,2.3,0.5,-7.6,-4.3,-0.946,10.1,0.3,-4.8
CCCc1cc(C(=O)NCc2ccccc2)no1,6.6,1.7,1.7,-2.3,-8.8,0.595,0.7,-1.8,-3.8
O=C(CSc1nnc(COc2cccc3cccnc23)o1)N1CCc2ccccc21,6.6,1.3,-3.6,-1.5,-15.1,0.269,40.8,0.2,0.2
CC(=O)Nc1ccc(C(=O)c2ccccc2)cc1,-8.8,-1.4,-2.5,-12.5,9.6,-0.73,-2.0,-7.9,-7.7
O=C1Nc2cc(C(=O)N3CCOCC3)ccc2SC1N1CCOCC1 (stereo not drawn),8.1,1.1,0.3,-2.2,-11.8,-0.342,-7.1,5.0,-4.3
Cn1c(=S)n(/N=C/c2ccc3c(c2)OCO3)c2ccccc21,-2.1,0.8,-4.4,-6.4,-22.9,-0.0269,-32.0,0.8,-6.0
Cc1nn(Cc2ccc(C(=O)Nc3nccs3)cc2)c(C)c1Cl,2.8,-1.7,-2.6,-17.8,20.3,-1.11,-5.0,7.5,-6.1
O/N=C(\c1ccc2c(c1)OCCO2)C1CCCCC1,-0.5,2.3,·,-1.6,14.0,8.96*,-18.6,·,-1.8
O=C(NCCCN1CCN(CCCNC(=O)c2ccc3c(c2)OCO3)CC1)c1ccc2c(c1)OCO2,-2.5,1.3,-2.2,1.7,-5.0,0.0133,4.4,3.7,0.0
CCOC(=O)c1cnn2c(C)cc(-c3ccc(F)cc3)nc12,·,1.3,2.7,-2.7,8.1,-0.724,12.2,0.1,-2.5
Cc1noc(C)c1C(=O)OCC(=O)NCCC1=CCCCC1,4.5,2.8,2.1,-7.3,0.9,·,-0.5,0.3,-3.0
